RNase H inhibition = RNase H inhibition, HIV 1 Gag Pol polyprotein, FRET biochemical assay, screening (AID 372) | 0.77% of 100,000 active | HIV-1 RT RNase H, FRET RNA/DNA substrate fluorescence; higher % means a stronger effect | inhibition, % at 10 µM; hits with a dose series show IC50 in µM; in the data active means inhibition above about 50%
* = called active by the depositor. These rows are one share of the data (hit frequency here may not be typical).

Start of the listing, in advance, 2 compounds:
cpd	smiles	RNase H inhibition
1	O=C(O)c1ccc(N2C(=O)c3cccc4cccc(c34)C2=O)cc1O	7%
2	CCOC(=O)c1ccccc1NC(=O)c1ccc(N(Cc2ccc(Cl)cc2)S(C)(=O)=O)cc1	8%

The listing, repeating the preview:
cpd	smiles	RNase H inhibition
1	O=C(O)c1ccc(N2C(=O)c3cccc4cccc(c34)C2=O)cc1O	7%
2	CCOC(=O)c1ccccc1NC(=O)c1ccc(N(Cc2ccc(Cl)cc2)S(C)(=O)=O)cc1	8%
3	CCN(CC)CCCCOc1cccc(OC)c1	16%
4	N=C1S/C(=C\c2ccc(-c3ccc(F)cc3)o2)C(=O)N1c1ccc2c(c1)OCO2	52%*
5	COc1ccc(NC(=O)C(N)=O)cc1	7%
6	Cc1cccc(N2CCC(N=CN3CCOCC3)=N2)c1	15%
7	CCCCOc1ccc(/C=C2\C(=O)NC(=O)N(Cc3ccccc3)C2=O)cc1OC	3%
8	O=[N+]([O-])c1cccc(N/N=C/c2cc([N+](=O)[O-])ccc2O)c1	1%
9	COc1ccc(C2C(C#N)=C(C)NC3=C2C(=O)CC(c2ccc(Cl)cc2)C3)cc1OC (stereo not given)	17%
10	CCc1ccc(N2C(=O)NC(=O)/C(=C\c3cc(C)n(-c4cccnc4)c3C)C2=O)cc1	11%
11	CC12CC3CC(O)(C1)CC(C(=O)O)(C3)C2 (stereo not given)	4%
12	CCCN(CCC)c1ccc(C(c2c(C)n(C)n(-c3ccccc3)c2=O)c2c(C)n(C)n(-c3ccccc3)c2=O)cc1	23%
13	N#CCOc1ccccc1/C=N/c1sc2c(c1C#N)CCCC2	22%
14	O=C(O)CCN1C(=O)/C(=C/c2cn(-c3ccccc3)nc2-c2ccccc2)SC1=S	18%
15	CCOc1ccc2ccccc2c1/C=N/NC(=O)c1ccccn1	2%

The final 5 compounds of the part above are carried over, then new ones follow.
cpd	smiles	RNase H inhibition
11	CC12CC3CC(O)(C1)CC(C(=O)O)(C3)C2 (stereo not given)	4%
12	CCCN(CCC)c1ccc(C(c2c(C)n(C)n(-c3ccccc3)c2=O)c2c(C)n(C)n(-c3ccccc3)c2=O)cc1	23%
13	N#CCOc1ccccc1/C=N/c1sc2c(c1C#N)CCCC2	22%
14	O=C(O)CCN1C(=O)/C(=C/c2cn(-c3ccccc3)nc2-c2ccccc2)SC1=S	18%
15	CCOc1ccc2ccccc2c1/C=N/NC(=O)c1ccccn1	2%
16	CC(=O)N(C(C)=O)c1nc(-c2ccccc2)c(-c2ccccc2)n1/N=C/c1ccccc1	20%
17	O=C(NC1CCCC1)c1sc2cc(Cl)ccc2c1Cl	1%
18	Cc1ccccc1NC(=S)NC(=O)c1ccc(Cl)cc1	13%
19	C/C(=N\N=C(/N)SC1CC(=O)N(c2ccc(F)cc2)C1=O)c1ccc(O)cc1 (stereo not given)	6%
20	N#Cc1c(NC(=O)C2CCCC2)sc2c1CCCCCC2	8%
21	Cc1ccccc1NC(=O)C(=O)NCCc1ccc(Cl)cc1	0%
22	CCOc1ccc(/C=C2\C(=O)NC(=O)N(c3cc(C(F)(F)F)ccc3Cl)C2=O)cc1OC	11%
23	COc1ccc(NC(=O)c2ccc(NC(C)=O)cc2)c(OC)c1	4%
24	C/C=C/c1ccc(OCCOCCOc2cc(Cl)ccc2Cl)c(OC)c1	27%
25	CC(=O)C1=C(C)NC(SCC(=O)c2ccc([N+](=O)[O-])cc2)=C(C#N)C1c1cccs1 (stereo not given)	30%
26	Cc1ccc2ncnc(Nc3cccc(C(F)(F)F)c3)c2c1	9%
27	COc1cccc(OC)c1C(=O)NCCc1ccccc1	17%
28	CCOC(=O)c1ccccc1NC(=O)CCC1CCCC1	8%
29	O=C1CC(c2ccc3c(c2)OCO3)CC2=C1C(c1ccccc1OCc1ccccc1)Nc1ccccc1N2 (stereo not given)	0%
30	O=C1/C(=C\c2ccccc2[N+](=O)[O-])SC(=S)N1c1ccc(F)cc1	20%

(further entries)
cpd	smiles	RNase H inhibition
31	CCOc1ccc(N[C@H]2O[C@@H](C)[C@H](O)[C@@H](O)[C@H]2O)c([N+](=O)[O-])c1	6%
32	Cc1ccc(C)c(Nc2nc3ccccc3c3ccccc23)c1	13%
33	COc1ccc(C)cc1NC(=O)C(=O)NCc1ccc(C)cc1	5%
34	O=c1[nH]c(O)c(/C=N/Nc2ccccc2)c(=O)[nH]1	10%
35	Cc1cc(NCc2ccc3c(c2)OCO3)ccc1Br	0%
36	O=C(Nc1ccc2nc(SCCOc3ccccc3)sc2c1)c1ccccc1Cl	5%
37	COc1ccc(Br)cc1C(=O)Nc1ccc(NC(=O)c2ccco2)cc1	0%
38	O=C(/C=C/c1ccc(Cl)cc1)N1CCN(CCN2C(=O)c3cccc4cccc(c34)C2=O)CC1	3%
39	COc1ccc(C(=O)NC(=S)Nc2ccc(Cl)c(-c3nc4ccccc4o3)c2)cc1Cl	23%
40	Cc1cc(OCCCCCn2ccnc2)cc(C)c1Cl	24%
41	O=C(O)COc1ccccc1/C=C1/SC(=S)N(NC(=O)c2ccc(Cl)cc2)C1=O	5%
42	Cc1onc(-c2ccccc2)c1C(=O)Nc1cccc(Cl)c1	18%
43	COc1cc2c(cc1NC(=O)CCN1C(=O)c3ccccc3C1=O)oc1ccccc12	0%
44	COC(=O)c1cccc(CSc2nc3ccccc3[nH]2)c1	6%
45	CCCCc1c(C)nc2ccc(OC)cc2c1Cl	7%

The results go on:
cpd	smiles	RNase H inhibition
46	O=[N+]([O-])c1ccc(OCCCNCCO)cc1	4%
47	O=C(Cc1ccccc1)N/N=C/c1cccc(Br)c1	1%
48	Cc1ccc(-n2c(O)c(/C=C3\C=Nc4ccccc43)c(=O)[nH]c2=S)cc1	15%
49	COc1ccc(NC(=O)CN(c2ccc(C)cc2)S(C)(=O)=O)cc1	9%
50	Cc1ccc(C(=O)Nc2nc(-c3ccc(F)cc3)cs2)cc1	0%
51	O=C1NC(=S)N/C1=C/c1ccc(Br)cc1	1%
52	Cc1ccc(-c2ccccc2)n1-c1cccnc1	9%
53	COc1ccc(C2NC(c3ccc(OC)cc3)C(C)C(=O)C2C)cc1 (stereo not given)	4%
54	Cc1ccc(Cn2c(SCC(N)=O)nc3c(c2=O)C2(CCCCC2)Cc2ccccc2-3)cc1	6%
55	Cc1cc(C)nc(N/N=C\c2cc([N+](=O)[O-])cc(Br)c2O)n1	0%
56	O=c1[nH]c(=S)[nH]c(O)c1C=Nc1cccc2ccccc12	12%
57	CN1C(=O)S/C(=C\c2ccccc2Br)C1=O	37%
58	CC(=C\c1ccccc1)/C=C1/SC(=O)N(c2ccccc2)C1=O	6%
59	CC1CN(c2ccc([N+](=O)[O-])cc2)CCN1S(=O)(=O)c1ccccc1 (stereo not given)	12%
60	COc1ccc(/C=N/NC(=O)c2ccco2)cc1	3%

Continuation:
cpd	smiles	RNase H inhibition
61	Cc1cc(C)c(NC(=O)CN2CCCCC2)c(C)c1	0%
62	O=C(N/N=C/c1cccc(Cl)c1Cl)c1ccc(O)c(O)c1	56%*
63	CN(C)c1ccc(/C=C/C=N/NC(=O)c2ccccc2O)cc1	31%
64	COc1ccc(C=Nc2c(C)n(C)n(-c3ccccc3)c2=O)cc1[N+](=O)[O-]	1%
65	O=C(O)c1ccc(C(c2c[nH]c3ccccc23)c2c[nH]c3ccccc23)cc1	0%
66	O=c1c2c3c(sc2n2c(=S)[nH]nc2n1-c1ccccc1)CCCCC3	9%
67	CC(C)(O)C#Cc1ccc(C(=O)NCc2ccccc2)cc1	6%
68	COc1ccc(-n2c(=S)[nH]c3c(c2=O)C2(CCCCC2)Cc2ccccc2-3)cc1	19%
69	Brc1ccc2nc(N/N=C/c3ccccc3)nc(-c3ccccc3)c2c1	5%
70	CCC1CCc2c(sc(NC(=O)Nc3cccc(Cl)c3)c2C(N)=O)C1 (stereo not given)	5%
71	C/C=C/C=N/NC(=O)c1ccc(=O)n(C)c1	7%
72	O=C(Nc1ccccc1O)c1ccc2c(c1)OCCO2	2%
73	CCOC(=O)c1c(NC(=O)c2cc(-c3ccc(Cl)cc3)nc3ccccc23)sc2c1CCC2	6%
74	CCOC(=O)C1=C(C)N=c2s/c(=C\c3ccc(O)c(OC)c3)c(=O)n2C1c1ccc(N(C)C)cc1 (stereo not given)	23%
75	CSC1=N/C(=C\c2ccccc2OCc2ccccc2)C(=O)S1	18%

Remaining list, next part:
cpd	smiles	RNase H inhibition
76	Cc1cccc(N2C(=O)C(=O)/C(=C(\O)c3ccccc3)C2c2ccccc2[N+](=O)[O-])c1 (stereo not given)	4%
77	CSc1nnc2c(n1)OC(c1ccc(-c3ccc([N+](=O)[O-])cc3)o1)Nc1ccccc1-2 (stereo not given)	8%
78	Cc1cc2c(cc1[N+](=O)[O-])-c1c(ssc1=S)C(C)(C)N2	3%
79	COc1cc(OC)cc(C(=O)Nc2ccc(N3CCOCC3)cc2)c1	0%
80	CCOC(=O)c1c(-c2ccccc2)oc2cc(Br)c(OS(C)(=O)=O)cc12	0%
81	Cc1ccccc1P(=O)(CO)c1ccccc1C	0%
82	O=C(Cc1ccccc1)Nc1ccc(Br)cn1	9%
83	Cc1ccc([N+](=O)[O-])cc1-c1ccc(/C=C(\C#N)C(=O)NCc2ccco2)o1	1%
84	O=C(N/N=C/c1cc([N+](=O)[O-])cc(Br)c1O)c1cccnc1	0%
85	CCCCC(=O)N1c2ccccc2NC2=C(C(=O)CC(C)(C)C2)C1c1ccccc1Cl (stereo not given)	5%
86	CCSc1cnn(C2CCCCC2)c(=O)c1Cl	0%
87	CCN(CC)CCN1C(=O)C(=O)/C(=C(\O)c2ccc(Br)cc2)C1c1ccc([N+](=O)[O-])cc1 (stereo not given)	26%
88	OC(c1ccc2c(c1)OCO2)c1nc2ccccc2n1Cc1ccccc1 (stereo not given)	14%
89	CCOC(=O)c1c(-n2c(C)cc(/C=C(/C#N)C(=O)Nc3ccc(Cl)cc3)c2C)sc2c1CCCC2	19%
90	Cc1ccccc1C(=O)NNC(=O)c1ccc(Cl)cc1	0%

Continuation.
cpd	smiles	RNase H inhibition
91	Cc1cccc(C)c1NC(=O)/C=C/c1ccc2c(c1)OCO2	0%
92	CCOC(=O)c1c(NC(=O)CN2CCN(C)CC2)sc2c1CCC(C)C2 (stereo not given)	10%
93	COC(=O)c1cc(Cl)c(NC(=O)c2ccccc2CCc2ccccc2)cc1OC	5%
94	Cn1cnc2cc(NC(=O)c3ccccc3)ccc21	18%
95	O=C(Nc1ccc(OC(F)(F)C(F)F)cc1)c1ccc(Cl)c([N+](=O)[O-])c1	0%
96	COc1ccc(NC(=O)C2c3ccccc3Oc3ccccc32)cc1	24%
97	N#CCCS(=O)(=O)c1ccc(Cc2ccc(S(=O)(=O)CCC#N)cc2)cc1	7%
98	CCCCCCCCc1ccc(-c2ccc(C(N)=O)cc2)cc1	27%
99	Cc1c(C(=O)Nc2cccnc2)cccc1[N+](=O)[O-]	14%
100	Cc1cc(C)cc(NS(=O)(=O)c2c(C)cc(C)cc2C)c1	16%
101	CCOC(=O)c1ccc(NC(=O)/C(=C\c2ccccc2)NC(=O)c2ccc(Br)o2)cc1	6%
102	O=C(CCN1CCCC1)Nc1ccc(F)c(F)c1	11%
103	CCc1ccc(CN2CCN(C(=O)c3cccc(OC)c3)CC2)cc1	0%
104	COC(=O)c1cc(Cl)c(NC(=O)C(c2ccccc2)c2ccccc2)cc1OC	1%
105	NNC(=O)c1ccccc1-n1cccc1	10%

Next section, overlapping the part above by 3 compounds.
cpd	smiles	RNase H inhibition
103	CCc1ccc(CN2CCN(C(=O)c3cccc(OC)c3)CC2)cc1	0%
104	COC(=O)c1cc(Cl)c(NC(=O)C(c2ccccc2)c2ccccc2)cc1OC	1%
105	NNC(=O)c1ccccc1-n1cccc1	10%
106	COc1ccc2c(c1)CCC/C2=N\NC(=O)CN(c1ccccc1)S(=O)(=O)c1ccccc1	10%
107	O=C(O)CN1C(=O)/C(=C/c2ccccc2[N+](=O)[O-])SC1=S	6%
108	CCC(CC)NCc1cc(Br)c(OC)cc1OC	2%
109	COc1cccc(CN2CCN(Cc3ccncc3)CC2)c1	6%
110	Cc1cc(/C=C2\C(=O)NC(=O)N(c3cccc(Br)c3)C2=O)c(C)n1-c1ccc(O)cc1	18%
111	CC1CCCC(C(=O)O)N1C(=O)CCSC(=O)c1ccccc1 (stereo not given)	2%
112	O=C(Nc1ccc2ccccc2c1)c1ccc(Cl)cc1	27%
113	COc1cc(NC(=O)C(C)Oc2ccccc2)c(Cl)cc1NC(=O)c1ccccc1 (stereo not given)	7%
114	Cc1ccc(/C=C/C(=O)N2CCN(c3ccc(Cl)cc3)CC2)cc1	10%
115	O=C(COCC(=O)NN=Cc1ccc(Cl)cc1)NN=Cc1ccc(Cl)cc1	16%
116	Cc1nn2c(c1C)n1nc(C)c(C)c1n1nc(C)c(C)c21	13%
117	O=c1oc2cc(OCc3ccccc3F)ccc2c2ccccc12	7%
118	CCOC(=O)/C(=C\c1cccc(Br)c1)NC(=O)c1ccccc1	4%
119	O=[N+]([O-])c1ccc(OCCOc2cccc3cccnc23)cc1	19%
120	COc1ccc(N2C(=O)CC(Sc3ncn[nH]3)C2=O)cc1 (stereo not given)	7%

New compounds follow.
cpd	smiles	RNase H inhibition
121	Nc1nnc(SCc2ccc3c(c2)OCO3)s1	5%
122	O=C(O)C(Sc1nncc2ccccc12)c1ccccc1 (stereo not given)	0%
123	Cc1ccc([N+](=O)[O-])cc1NC(=O)c1ccc(Br)o1	7%
124	O=c1oc(-c2ccco2)nc2c1cnn2-c1ccccc1	4%
125	COc1cc(C=O)ccc1OCCOc1ccc(Br)cc1Cl	17%
126	O=[N+]([O-])c1cccc(S(=O)(=O)NCc2ccc(F)cc2)c1	0%
127	CS(=O)(=O)N(CC(=O)Nc1ccc2ccccc2c1)c1ccc(Br)cc1	19%
128	CCC(C)c1ccc(NC(=O)c2ccc([N+](=O)[O-])o2)cc1 (stereo not given)	12%
129	Cc1cccc(-c2noc(C(c3ccccc3)c3ccccc3)n2)c1	1%
130	CC1(C)CC(=O)C/C(=N\NC(=O)Cc2ccccc2)C1	2%

Screening data deposited in PubChem BioAssay by MTDP.
